15-hLO-2 inh – 15-hLO-2 (ALOX15B) enzyme inhibition. purified 15hLO-2, xylenol orange hydroperoxide absorbance. Potency, µM (titrated, usually from 57.1 µM), without a hit: top-dose activity change, negative = inhibition, hits mostly inhibitors. actives 0.56% (n = 110,000); further: potency means the concentration at half of the fitted maximal effect; nearly all actives have a fitted effect of over 60% in size; many of its hits are not listed in these tables
Target sequence (O15296 whole entry, looked up): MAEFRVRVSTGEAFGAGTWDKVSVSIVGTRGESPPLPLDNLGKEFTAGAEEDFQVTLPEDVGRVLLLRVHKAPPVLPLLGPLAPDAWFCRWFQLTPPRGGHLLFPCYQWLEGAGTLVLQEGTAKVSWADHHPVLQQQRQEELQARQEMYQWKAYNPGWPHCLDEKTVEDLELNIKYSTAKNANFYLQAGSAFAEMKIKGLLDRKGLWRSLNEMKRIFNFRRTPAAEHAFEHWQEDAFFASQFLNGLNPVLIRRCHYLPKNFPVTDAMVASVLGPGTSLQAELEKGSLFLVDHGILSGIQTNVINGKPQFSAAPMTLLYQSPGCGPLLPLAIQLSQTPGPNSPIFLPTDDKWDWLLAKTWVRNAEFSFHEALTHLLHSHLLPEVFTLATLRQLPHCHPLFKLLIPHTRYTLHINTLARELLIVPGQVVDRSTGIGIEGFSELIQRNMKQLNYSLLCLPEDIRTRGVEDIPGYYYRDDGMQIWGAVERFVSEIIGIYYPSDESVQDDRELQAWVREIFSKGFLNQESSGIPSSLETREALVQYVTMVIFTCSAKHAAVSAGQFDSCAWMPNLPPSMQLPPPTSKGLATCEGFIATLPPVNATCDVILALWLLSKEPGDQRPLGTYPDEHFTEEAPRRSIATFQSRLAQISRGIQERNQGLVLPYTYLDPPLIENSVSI
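Read-out: hydroperoxide product oxidises ferrous iron, measured as xylenol orange complex via the 573-to-405 nm absorbance ratio after 30 min. Reaction: 50 nM enzyme, 15 min compound preincubation, 45 uM arachidonic acid, 90 min RT, Hepes pH 7.5 with Triton X-100.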
PNC assembly inh – blocks assembly of the perinucleolar compartment | PC3M PTB-GFP, PNC prevalence imaging, 16 h; hits give low values | activity change (PNC), negative = inhibition, % at 10 µM | actives 3.1% (n = 140,000);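 active means readout at or below -70, meaning at least 70% loss of cells showing the perinucleolar compartment, a nuclear body marking cancer cells; inconclusive means readout between -30 and a set limit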;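 further: plate controls were DMSO wells for no effect and camptothecin positive control wells for full effect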
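Read-out is percentage of cells bearing a perinucleolar compartment, from automated 20x imaging of fixed, Hoechst-stained PC3M PTB-GFP cells. Cells were seeded 4 h, then exposed 16 h to compound (23 nl of library stock) in duplicate plates.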
IMPase inh – IMPase inhibition in cells | CHO-M1 cells, IP1 accumulation, HTRF TR-FRET ratio | P97697 | 120,000 tested, under 10 active | inhibition (IP1 accumulation), % at 46.1 µM; active means well fitted curve in the direction sought with a large enough effect in the signal ratio, not every such curve was filed as active; inconclusive means small, poorly fitted or top-dose-only effect, or a change in a side signal; inactive means no such curve, though single readings can be large or run the other way; the % refers to the signal ratio;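 further: cells stimulated with carbachol in lithium chloride buffer; plate controls were DMSO basal wells for no effect and reference inhibitor wells for full effect; higher means more IMPase inhibition seen as more IP1 and lower FRET ratio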
Target sequence (P97697 whole entry, looked up): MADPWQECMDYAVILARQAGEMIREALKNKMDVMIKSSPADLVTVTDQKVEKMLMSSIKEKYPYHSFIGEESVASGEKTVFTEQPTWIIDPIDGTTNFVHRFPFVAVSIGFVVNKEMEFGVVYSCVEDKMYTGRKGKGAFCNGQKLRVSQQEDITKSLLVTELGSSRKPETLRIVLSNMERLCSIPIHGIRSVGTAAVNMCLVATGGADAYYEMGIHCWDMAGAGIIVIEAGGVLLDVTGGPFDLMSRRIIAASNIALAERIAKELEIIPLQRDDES
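CHO-M1, 2000 cells/well, cultured 16–30 h; cpd up to 46 uM; carbachol (50 uM solution, stimulation buffer w/ 50 mM LiCl, pH 7.4), 30 min 37C; IP-One TR-FRET, 10 min RT; Ex 320/Em 665, 620; Hill-fit AC50.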
12-hLO inh – inhibitors of human 12-lipoxygenase (ALOX12) | P18054 | Potency, µM (highest dose often 57.1 µM), inactives show top-dose activity change, negative = inhibition, usual class: inhibitors | actives 0.12% (n = 150,000) | purified 12-hLO, xylenol orange hydroperoxide absorbance | AID 1452; further: potency means the concentration at half of the fitted maximal effect; nearly all actives have a fitted effect of over 55% in size; many of its hits are not listed in these tables
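Purified human 12hLO (150 nM), preincubated 15 min with compound, then 40 uM arachidonic acid for 30 min, room temperature, Hepes pH 7.0 with 0.01% Triton X-100. Hydroperoxide detected by ferrous iron/xylenol orange; 573/405 nm absorbance ratio gives reaction progress.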
Starred values were filed as active, the others as inactive; ? = inconclusive; / = not tested or not shown; & = joins results of further samples; [ ] = another dose, or the depositor's remark. Unless noted, the call rests on the fitted dose curve; in most records, active means well fitted curve in the direction sought with a large enough effect; inconclusive means small, poorly fitted or top-dose-only effect, or another doubt; inactive means no such curve, though single readings can be large; an effect the other way counts as inactive or inconclusive. Unless noted, on the % scale 0 is the no-effect control and ±100 the full control effect. These rows are one share of the data. The share of hits here may be higher or lower than overall.

SMILES	15-hLO-2 inh	PNC assembly inh	IMPase inh	12-hLO inh
O=c1c2c3c(sc2ncn1/N=C/c1ccccc1)CCCC3	/	-16	-6[0.369 µM]	-3%
COc1ccc(Nc2nc(N3CCCCC3)nc3ccccc23)c(OC)c1	21%	?	16	2%
CCOC(=O)/C(N=Nc1cc(C(=O)O)cc(C(=O)O)c1)=C(\O)CCl	/	-1	/	-2%
COc1ccc(C)cc1-n1nnnc1SCn1nnc2ccccc2c1=O	4%	-16	8	-2%
COc1ccc(NC(=O)OCCn2c([N+](=O)[O-])cnc2C)cc1	/	-28	-2	-3%
COc1ccc2cc(CN(CCc3ccccc3)Cc3nnnn3CC3CCCO3)c(=O)[nH]c2c1 (configuration not stated)	0%	19	8	-14%
Cc1cc(C)nc(NS(=O)(=O)c2ccc(NC(=O)c3cccc(N4C(=O)CCC4=O)c3)cc2)n1	/	?	/	-1%
Cc1nc2c(C)cccc2cc1C(=O)N/N=C/c1cccc([N+](=O)[O-])c1	/	-19	/	-1%
Cc1ccccc1SCC(=O)Nc1cccc(C#N)c1	-2%	27	-9	-3%
Cc1cccc(C)c1NC(=O)N1C2CCCC1CC(NC(=O)C(C)(C)C)C2 (configuration not stated)	0%	-96*	13	4%
Cc1ccc(N(C(=O)c2cc3ccccc3oc2=O)C2C=CS(=O)(=O)C2)cc1 (configuration not stated)	/	-10	3	1%
COC(=O)c1ccc(C23CC4(C2)[C@H](CN(Cc2cccnc2)[C@@H]4c2ccccc2)C3c2ccccc2)cc1 (some centres not stated)	36%[activator]	/	/	2%
Cc1cc(N2CCC(C(=O)NC3CCCCC3)CC2)nc(-c2ccccc2)n1	12%	?	17	-3%
CC(C)CCn1c(CN(C)Cc2ccccc2)nc2c1c(=O)n(C)c(=O)n2C	0%	-15	11	-1%
CCn1c(N2CCN(CC(=O)c3ccc(OC)cc3)CC2)nc2ccccc21	-2%	8	1	-6%
NS(=O)(=O)c1ccc(CCNC(=O)C2CCCN2C(=O)OCc2ccccc2)cc1 (configuration not stated)	-7%	-1	9	0%
CCCCCCC(=O)Nc1ccc(C(=O)N/N=C/c2cccnc2)cc1	2%	-25	12	3%
CCCCCNCCCCC	-7%	/	/	-2%
COCc1nnc(NC(=O)CCSc2ccccc2)s1	-2%	7	4	11%
CCOC(=O)C1C(C(=O)OC)=C(C(=O)OC)c2ccccc2N1S(=O)(=O)C(F)(F)F (configuration not stated)	14%[0.0915 µM]	/	/	0%[0.00818 µM]
COC(=O)N/N=C(\C)c1ccc(OC(F)F)cc1OC(F)F	/	?	9	3%
COCc1cc(=O)n2[nH]c(-c3cccc(Br)c3)cc2n1	?	-29	14	-1%
CNc1nc(SCC(=O)OC)nc(N2CCOCC2)n1	-2%	?	2	1%
CC(C)CNS(=O)(=O)c1ccc(S(=O)(=O)N2CCCN(Cc3ccccc3)C2)cc1	18%	17	0	-3%
C/C(=N\Nc1ccc([N+](=O)[O-])cc1)c1ccc(N)cc1	/	27	0	?

No new results follow: two of the compounds above.
SMILES	15-hLO-2 inh	PNC assembly inh	IMPase inh	12-hLO inh
O=c1c2c3c(sc2ncn1/N=C/c1ccccc1)CCCC3	/	-16	-6[0.369 µM]	-3%
COc1ccc(Nc2nc(N3CCCCC3)nc3ccccc23)c(OC)c1	21%	?	16	2%

Next structures.
SMILES	15-hLO-2 inh	PNC assembly inh	IMPase inh	12-hLO inh
CC(C)CC1(C(=O)O)C=CCN1C(=O)c1ccccc1 (configuration not stated)	0%	/	/	-3%
C=C1c2c(Cl)ccc(O)c2C(O)=C2C(=O)[C@@]3(O)C(O)=C(C(N)=O)C(=O)[C@@H](N(C)C)[C@@H]3[C@@H](O)[C@H]12	10%[25.6 µM]	/	1[20.6 µM]	-6%[25.6 µM]
CCOc1ccc(NC(=O)N2CCC(n3c(=O)[nH]c4ccccc43)CC2)cc1	7%	6	2	-1%
Cc1nc2ccc(S(=O)(=O)Nc3cccc(-c4nc5cccnc5s4)c3C)cc2s1	/	74	/	-1%
Cc1ccc(S(=O)(=O)CCc2ccccn2)cc1	-2%	-12	0	-3%
CC(=O)N1c2c(cc(Br)cc2S(=O)(=O)NCc2ccc3c(c2)OCO3)CC1C (configuration not stated)	-3%	-5	-4	-5%
Cc1cc(C(F)F)n2ncc(C(=O)N3CCc4ccccc4C3)c2n1	-3%	-22	6	1%
CSc1n[nH]c(NC2=CC(=O)CCC2)n1	0%	-3	-3	-1%
CCOc1c(S(=O)(=O)N2CCCC2)ccc(Cl)c1Cl	10%	-25	13	-6%
O=C(Nc1nccs1)c1ccc(Cl)cc1[N+](=O)[O-]	-5%	18	6	4%
COc1ccc([N+](=O)[O-])cc1NC(=O)c1cn(-c2ccc(C)c(C)c2)c(=O)c2ccccc12	/	0	/	6%
O=C(Nc1nnc(Cc2ccc(Cl)cc2)s1)c1ccco1	-1%	2	-2	-2%
Cc1ccc(-n2ncc3c(NCCCN4CCCC4=O)ncnc32)c(C)c1	/	?	/	-4%
Cn1cnnc1SCC(=O)Nc1sc2c(c1C(N)=O)CCC2	/	7	-5	-7%
O=C(NCCc1ccccc1)C1CCCN(S(=O)(=O)c2cccc3nonc23)C1 (configuration not stated)	1%	28	2	-6%
O=C(Oc1ccccc1N1C(=O)C2CCCCC2C1=O)c1ccccc1 (configuration not stated)	1%	30	-2	8%
FC(F)(F)c1cc(-c2ccco2)nc(NCc2ccco2)n1	/	-10	?	-9%
COc1cccc(-c2nnc(SCCC(=O)O)n2C)c1	-4%	23	-3	3%
COC(=O)CCCCCN1C(=O)NC(c2ccc(-c3ccccc3)cc2)C(C(=O)OCc2ccccc2)=C1C (configuration not stated)	-3%	30	/	-1%&0%
CN(C)S(=O)(=O)c1c(Cl)cccc1Cl	2%	-4	-10	-4%
Cc1ccc(-n2c(=O)[nH]c3c(C(N)=O)nc(-c4ccc(C)o4)nc32)cc1	?	34	1	-14%
O=C(NC1CCCCC1)c1cnn2c(C(F)(F)F)cc(-c3ccco3)nc12	-7%	?	2	-14%
CCCCOP(=O)(OCCCC)C1(NS(=O)(=O)c2ccccc2)C=CC(=O)c2ccccc21 (configuration not stated)	?	?	8	-18%
CCOc1ccc(OCC)c(NC(=O)CN2CCN(c3cccc(C)c3C)CC2)c1	/	?	?	-4%
COc1cc(CNC(=O)CCCC/C=C\C(C)C)ccc1O	18%	/	-5	3%
SMILES	15-hLO-2 inh	PNC assembly inh	IMPase inh	12-hLO inh
CC1CCN(c2nc3c(c(=O)n(C)c(=O)n3C)n2CCSc2ncccn2)CC1	-3%	?	-4	1%
Cc1nnc(SCCn2c(N3CCCC(C)C3)nc3c2c(=O)[nH]c(=O)n3C)s1 (configuration not stated)	-4%	21	0	-3%
CCCCC(=O)Nc1nnn(CCC)n1	5%	24	1	1%
CCC(OC(=O)c1cc2sccc2n1C)C(=O)NCc1ccco1 (configuration not stated)	-5%	-29	-9	-6%
CCOC(=O)N1CCN(C(=S)NC2CCCCC2)CC1	/	18	/	-3%
O=C(OCCN1C(=O)c2ccccc2C1=O)c1cc(S(=O)(=O)N2CCOCC2)ccc1F	-7%	-8	-16	-5%
Cc1cccc(N2C(=O)CC(NNc3nc4ccccc4s3)C2=O)c1 (configuration not stated)	/	-6	/	2%
O=C(CSc1nccn1-c1ccccc1)N1CCc2ccccc21	-2%	-9	0	4%
COc1ccc(OCC(=O)Nc2ccc(C)cc2)cc1	9%	?	-4	-1%
CN(C)C(=O)COc1ccc2cc(-c3ccccc3)c(=O)oc2c1	-1%	11	-17	0%
CCCCOc1ccc(CN2CCCCC2)cc1	-6%[11.4 µM]	?	-8[1.84 µM]	3%
CCOC(=O)c1c(/N=C/c2cccc([N+](=O)[O-])c2O)sc(C)c1C	/	-2	/	-17%
CC(C)(C)n1nnnc1CN1CCN2CCCC2C1 (configuration not stated)	-1%	-16	4	-3%
c1ccc2c(c1)ccc1nnc(SCc3ccc4c(c3)OCCO4)n12	-2%	-29	-6	-5%
O=C(Nc1ccc(Cl)c(-c2nc3ccccc3[nH]2)c1)c1ccc2c(c1)OCO2	/	0	/	-4%
O=C(Nc1ccc(NC(=O)c2cccs2)cc1)c1ccco1	-16%	41	-6	-2%
Cc1nn(Cc2ccc(Cl)cc2)c(Cl)c1/C=N/NC(=O)c1cccnc1	/	36	/	-2%
CCC(=O)NC(c1cccc([N+](=O)[O-])c1)c1c(OC(C)=O)ccc2ccccc12 (configuration not stated)	/	16	-13	-1%
Cc1cc(C)cc(-n2cc[nH]c2=S)c1	/	-12	/	-4%
CCOC(=O)CC1(CC(=O)OCC)NC(=O)c2c(C)sc(C(=O)OCC)c2N1	5%[2.29 µM]	-16	-28	-1%
Nc1nc2c(ncn2[C@H]2CC[C@@H](CO)O2)c(=O)n1C(=O)c1ccccc1	-2%[11.4 µM]	/	/	6%[11.4 µM]
Cc1nn(-c2ccccc2)c(C)c1/C=N/N1CCN(c2ccccc2)CC1	0%	32	8	-1%
Cn1nc(-c2ccc(OCC(N)=O)cc2)c2ccccc2c1=O	-7%	20	0	4%
N#C/C(=C\c1ccc(F)cc1)c1nc(-c2ccco2)cs1	/	14	/	3%
COC(=O)CN(n1cnnc1)S(=O)(=O)c1ccccc1	6%	?	3	-3%
SMILES	15-hLO-2 inh	PNC assembly inh	IMPase inh	12-hLO inh
Cc1c(-c2ccccc2)sc(N)c1C(=O)N1CCOCC1	?	?	7	-17%
C=CCC(NCc1ccccc1)c1ccco1 (configuration not stated)	7%	11	8	-6%
Cn1c(NC(=O)c2ccc(Cl)s2)cc(=O)n(C)c1=O	/	-15	2	5%
CCCCC(CC)Cn1c(N)c(C#N)c2nc3ccccc3nc21 (configuration not stated)	4%	5	-9	-15%
CCOC(=O)N1CCC(Nc2ncnc3c2cnn3-c2ccc(C)cc2C)CC1	-2%	-21	7	-4%
CC1CCC/C(=C(\C#N)c2nc(-c3cc4ccccc4oc3=O)cs2)C1 (configuration not stated)	/	-23	/	0%
Cn1cnc([N+](=O)[O-])c1Sc1ccccc1	6%	?	5	1%
CC(NC(=O)c1ccc(-c2cc(C(F)(F)F)ccc2Cl)o1)c1ccccc1 (configuration not stated)	5%	12	-1	1%
Cc1cccc(C(=O)NCCc2n[nH]c(=S)n2C)c1	/	?	/	0%
CC(C)(C)c1c2c(c(C(C)(C)C)c3c1OCN(Cc1ccccc1)C3)OCN(Cc1ccccc1)C2	-2%[11.4 µM]	/	/	-22%[11.4 µM]
O=C(CNC(=O)c1ccco1)Nc1ccc(S(=O)(=O)N2CCCC2)cc1	1%	5	0	0%
O=c1cc(-c2ccccc2)nc(N2CCN(Cc3ccc4c(c3)OCO4)CC2)[nH]1	27%	?	-6	1%
Cc1ccccc1NC(=O)C1CCN(c2cnccn2)CC1	/	14	-1	2%
CCCc1nc2c(c(=O)c3ccccc3n2C)c(=O)n1-c1ccc(F)cc1	/	-17	/	2%
CSCCC(NC(=O)c1ccccc1Br)C(=O)Nc1ccc(C)cc1 (configuration not stated)	/	?	10	7%
CCCn1c(-c2ccc(F)cc2)nc2c(NC3CCN(Cc4ccccc4)CC3)nc(C)nc21	55%[activator]	/	/	-8%
O=C1C(=O)N(CCO)C(c2ccccc2)/C1=C(\O)c1ccccc1 (configuration not stated)	6%	37	1	0%
Cc1c(Cl)c(-c2n[nH]c(=S)n2CC(C)C)nn1C	/	-18	/	0%
CC(=O)c1ccc(NC(=O)CN2C(=O)/C(=C/C(C)=C/c3ccccc3)SC2=S)cc1	/	28	/	3%

Structural class, the entries above with a tert-butyl group
SMILES	15-hLO-2 inh	PNC assembly inh	IMPase inh	12-hLO inh
Cc1cccc(C)c1NC(=O)N1C2CCCC1CC(NC(=O)C(C)(C)C)C2 (configuration not stated)	0%	-96*	13	4%
CC(C)(C)n1nnnc1CN1CCN2CCCC2C1 (configuration not stated)	-1%	-16	4	-3%
CC(C)(C)c1c2c(c(C(C)(C)C)c3c1OCN(Cc1ccccc1)C3)OCN(Cc1ccccc1)C2	-2%[11.4 µM]	/	/	-22%[11.4 µM]

High-throughput results deposited in PubChem by National Center for Advancing Translational Sciences (NCATS).
